EZH2 inh: EZH2/PRC2 methyltransferase inhibitors, primary screen, biochemical, DELFIA time-resolved fluorescence, single point; Histone-lysine N-methyltransferase EZH2 (Homo sapiens), Q15910; inhibition, % at 12.5 µM; AID 651548, 2012; 57,000 tested, 0.35% active; PRC2 H3K27 methylation, DELFIA TRF, 1 h;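 active = mean inhibition of replicates at least 50% and every single replicate also reaching 50%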;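 note: dimethyl H3K27 on biotinylated H3 21-44 peptide detected by antibody; plate controls were median neutral control wells for no effect and median positive control wells for full effect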
IDH1 mut inh: inhibitors of IDH1 R132H reductase, primary screen, biochemical, plate reader, single point; Isocitrate dehydrogenase [NADP] cytoplasmic (Homo sapiens), O75874; diaphorase/resazurin fluorescence, 60 min; inhibition, % at 10 µM; 70,000 tested, 0.18% active; AID 624101, 2012; in the data active = inhibition above about 34%;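 note: 0% = DMSO and 100% = no enzyme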
Target sequence (O75874 whole entry R132H): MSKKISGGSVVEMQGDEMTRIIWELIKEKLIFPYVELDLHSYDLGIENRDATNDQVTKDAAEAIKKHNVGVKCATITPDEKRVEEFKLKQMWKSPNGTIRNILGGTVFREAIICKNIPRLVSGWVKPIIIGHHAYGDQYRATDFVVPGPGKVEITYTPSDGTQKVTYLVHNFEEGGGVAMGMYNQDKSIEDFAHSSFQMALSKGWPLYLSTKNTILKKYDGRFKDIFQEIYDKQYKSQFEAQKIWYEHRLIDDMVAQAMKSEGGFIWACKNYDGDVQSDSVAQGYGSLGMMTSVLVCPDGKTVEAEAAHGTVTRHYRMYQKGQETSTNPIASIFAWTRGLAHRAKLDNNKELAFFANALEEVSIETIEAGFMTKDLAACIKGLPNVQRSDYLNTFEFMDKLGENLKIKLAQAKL
Active calls of the source: *; . = not tested or not shown. The list is partial; rates above refer to the full screens.

SMILES	EZH2 inh	IDH1 mut inh
C[C@H](CO)N1C[C@H](C)[C@H](CN(C)C(=O)Nc2ccc(C(F)(F)F)cc2)OCCCC[C@H](C)Oc2ccc(NC(=O)C3CCCCC3)cc2C1=O	.	0.9
C[C@@H]1CN([C@H](C)CO)C(=O)c2cc(NC(=O)c3ccncc3)ccc2O[C@@H]1CN(C)C(=O)Nc1ccc(F)cc1	0.0	-1.5
C[C@@H](NC(=O)C[C@H]1CC[C@H](NC(=O)c2cccnc2)[C@H](CO)O1)c1ccccc1	6.3	-0.1
Cc1ccc(OC(=O)N(C)C[C@H]2OCc3ccccc3-c3ccccc3C(=O)N([C@@H](C)CO)C[C@@H]2C)cc1	13.0	1.6
O=C(CCN1C(=O)c2ccccc2C1=O)Nc1ccc2c(c1)OCCO2	-6.6	0.4
C[C@H]1CN([C@@H](C)CO)C(=O)c2cccc(NC(=O)CCCCCC(=O)Nc3ccccc3N)c2O[C@@H]1CN(C)C(=O)Nc1ccc2c(c1)OCO2	6.4	-0.4
C[C@@H]1CN([C@@H](C)CO)S(=O)(=O)c2ccc(Br)cc2O[C@H]1CN(C)C(=O)CC1CC1	-2.1	-1.9
C[C@H](O)C#Cc1cnc2c(c1)C(=O)N([C@H](C)CO)C[C@@H](C)[C@@H](CN(C)C(=O)c1ccccc1)O2	1.4	-4.3
O=C(NCC[C@H]1CC[C@@H](NS(=O)(=O)c2cccc(Cl)c2)[C@@H](CO)O1)c1cnccn1	2.8	-0.2
C[C@@H]1CN([C@@H](C)CO)C(=O)c2cc(NC(=O)C3CCCCC3)ccc2O[C@H]1CN(C)C(=O)Nc1cccc2ccccc12	-4.9	.
CO[C@@H]1CN(C)C(=O)c2cc(NS(C)(=O)=O)ccc2OC[C@@H](C)N(C(=O)C2CCCC2)C[C@@H]1C	2.3	0.0
C[C@@H]1CN([C@@H](C)CO)C(=O)c2cc(NC(=O)Nc3ccccc3)ccc2O[C@@H]1CN(C)S(=O)(=O)c1ccccc1	-2.2	-1.6

9 compounds already listed, sorted by length of the SMILES, high to low:
SMILES	EZH2 inh	IDH1 mut inh
C[C@H](CO)N1C[C@H](C)[C@H](CN(C)C(=O)Nc2ccc(C(F)(F)F)cc2)OCCCC[C@H](C)Oc2ccc(NC(=O)C3CCCCC3)cc2C1=O	.	0.9
C[C@H]1CN([C@@H](C)CO)C(=O)c2cccc(NC(=O)CCCCCC(=O)Nc3ccccc3N)c2O[C@@H]1CN(C)C(=O)Nc1ccc2c(c1)OCO2	6.4	-0.4
C[C@@H]1CN([C@@H](C)CO)C(=O)c2cc(NC(=O)C3CCCCC3)ccc2O[C@H]1CN(C)C(=O)Nc1cccc2ccccc12	-4.9	.
C[C@@H]1CN([C@@H](C)CO)C(=O)c2cc(NC(=O)Nc3ccccc3)ccc2O[C@@H]1CN(C)S(=O)(=O)c1ccccc1	-2.2	-1.6
C[C@@H]1CN([C@H](C)CO)C(=O)c2cc(NC(=O)c3ccncc3)ccc2O[C@@H]1CN(C)C(=O)Nc1ccc(F)cc1	0.0	-1.5
C[C@H](O)C#Cc1cnc2c(c1)C(=O)N([C@H](C)CO)C[C@@H](C)[C@@H](CN(C)C(=O)c1ccccc1)O2	1.4	-4.3
Cc1ccc(OC(=O)N(C)C[C@H]2OCc3ccccc3-c3ccccc3C(=O)N([C@@H](C)CO)C[C@@H]2C)cc1	13.0	1.6
C[C@@H](NC(=O)C[C@H]1CC[C@H](NC(=O)c2cccnc2)[C@H](CO)O1)c1ccccc1	6.3	-0.1
O=C(CCN1C(=O)c2ccccc2C1=O)Nc1ccc2c(c1)OCCO2	-6.6	0.4

(continued)
SMILES	EZH2 inh	IDH1 mut inh
C=C(C(=O)O[C@H]1C[C@]2(C)C(C(C=O)CC[C@H]2O)[C@H]2OC(=O)C(=C)[C@H]12)C(O)CO (stereo partly drawn)	-5.2	-0.4
C[C@@H]1CCCCO[C@@H](CN(C)S(=O)(=O)c2ccc(Cl)cc2)[C@H](C)CN([C@@H](C)CO)C(=O)c2cc(NC(=O)Nc3ccc4c(c3)OCO4)ccc2O1	.	2.1
COc1ccccc1CNC(=O)C[C@@H]1C[C@@H]2c3cc(NS(C)(=O)=O)ccc3O[C@@H]2[C@@H](CO)O1	-2.0	-10.9
C[C@@H](NC(=O)C[C@H]1C[C@H]2c3cc(NC(=O)c4cccnc4)ccc3O[C@H]2[C@@H](CO)O1)c1ccccc1	3.3	-0.1
CO[C@H]1CN(C)C(=O)c2cc(NC(=O)c3ccccc3)ccc2OC[C@H](C)N(C(=O)C2CC2)C[C@H]1C	-4.6	0.2
C[C@@H]1CN([C@@H](C)CO)S(=O)(=O)c2ccc(-c3cccnc3)cc2O[C@@H]1CN(C)C(=O)NC1CCCC1	-3.4	0.1
O=C(Cn1cnc2ccccc2c1=O)Nc1cc(Cl)c(Cl)cc1Cl	-18.5	0.3
C[C@H]1CCCCO[C@H](CN(C)C(=O)c2ccccc2)[C@@H](C)CN([C@@H](C)CO)C(=O)c2cc(NC(=O)Nc3ccc(F)cc3)ccc2O1	.	0.0
C[C@@H]1CN([C@@H](C)CO)C(=O)c2cc(NS(=O)(=O)c3ccccc3)ccc2O[C@H]1CN(C)S(=O)(=O)c1ccccc1	.	0.9
COC(=O)C1=COC(OC2OC(CO)C(O)C(O)C2O)C2C1C=CC2(O)CO (stereo not drawn)	99.1*	-0.6
C[C@H](CO)N1C[C@H](C)[C@@H](CN(C)C(=O)Nc2ccc3c(c2)OCO3)Oc2ccc(NS(=O)(=O)c3ccc(Cl)cc3)cc2CC1=O	.	0.3
CO[C@@H]1CN(C)C(=O)c2ccc(NC(=O)Nc3ccccc3Cl)cc2OC[C@@H](C)N(C(C)=O)C[C@H]1C	-1.8	-0.4
C[C@@H]1CCCCO[C@H](CN(C)C(=O)c2ccncc2)[C@H](C)CN([C@H](C)CO)C(=O)c2cc(N(C)C)ccc2O1	3.5	-0.2
COc1ccccc1N1CC(C(=O)Nc2cccc(C(=O)O)c2)CC1=O (stereo not drawn)	-4.8	-0.2
CO[C@@H]1CN(C)C(=O)c2ccc(NS(=O)(=O)c3ccccc3)cc2OC[C@H](C)N(Cc2nccs2)C[C@H]1C	2.7	-0.1
Cc1noc(C)c1NC(=O)N(C)C[C@H]1Oc2ncc(C#CC3CC3)cc2C(=O)N([C@H](C)CO)C[C@H]1C	-1.7	.
C[C@@H]1CN([C@@H](C)CO)C(=O)c2cc(/C=C/c3ccccc3)cnc2O[C@@H]1CN(C)C(=O)c1cnccn1	7.7	0.4
CN(C)S(=O)(=O)N(CC(=O)Nc1ccccc1F)c1ccccc1	-2.8	-0.3
COc1ccc(NC(=O)CNS(=O)(=O)c2ccc(C)cc2)cc1Cl	4.8	0.3
CO[C@H]1CC[C@H]2CCN(C)C(=O)[C@H](C)[C@H](OC)CN(C)C(=O)c3cccc(C#N)c3OC[C@H]1O2	3.6	0.0
C[C@H]1CN([C@@H](C)CO)C(=O)c2cc(Br)cnc2O[C@@H]1CN(C)C(=O)C1CCOCC1	1.5	0.5
C/C(=C/CCC(CO)C1CCC2(C)C3CCC4C(C)(C)C(OC5OC(CO)C(O)C(O)C5O)CCC45CC35CCC12C)COC1OC(COC2OC(CO)C(O)C(O)C2O)C(O)C(O)C1O (stereo not drawn)	.	2.5
C[C@@H]1CCCCO[C@@H](CN(C)C(=O)CCCN(C)C)[C@@H](C)CN([C@H](C)CO)C(=O)c2cc(NS(=O)(=O)c3cccs3)ccc2O1	.	0.1
CCCN1C[C@@H](C)[C@@H](OC)CN(C)C(=O)c2cc(NC(=O)C3CCC3)ccc2OC[C@@H]1C	-7.8	.
Cc1ccsc1/C=N/NC(=O)CCCCCCC(=O)NO	2.7	-0.6
Cc1noc(C)c1NC(=O)N(C)C[C@@H]1Oc2ccc(NS(=O)(=O)c3cccs3)cc2CC(=O)N([C@H](C)CO)C[C@H]1C	.	0.2
Cc1ccc(S(=O)(=O)Nc2cccc3c2O[C@@H](CN(C)Cc2ccc(Oc4ccccc4)cc2)[C@@H](C)CN([C@@H](C)CO)C3=O)cc1	.	-2.2
CC(C)CC#Cc1cnc2c(c1)C(=O)N([C@@H](C)CO)C[C@@H](C)[C@@H](CN(C)C(=O)NC1CCCC1)O2	-2.9	-1.6
COc1ccc(S(=O)(=O)Nc2cccc3c2O[C@@H](CN(C)C(=O)Nc2cccc4ccccc24)[C@H](C)CN([C@@H](C)CO)C3=O)cc1	.	2.9
C[C@H]1CN([C@@H](C)CO)C(=O)Cc2cc(NC(=O)Cn3cnnn3)ccc2O[C@@H]1CN(C)S(=O)(=O)c1cccs1	.	0.3
COCC#Cc1ccc2c(c1)O[C@@H](CN(C)C(=O)CN(C)C)[C@H](C)CN([C@H](C)CO)S2(=O)=O	-0.6	0.5
O=C(NCC[C@H]1CC[C@@H](NC(=O)C2CCCC2)[C@@H](CO)O1)c1cc(Cl)cc(Cl)c1	-12.8	-0.2
CS(=O)(=O)N(CC(=O)Nc1ccc(F)c(F)c1)c1cccc([N+](=O)[O-])c1	-8.4	0.0
C[C@H]1CN([C@@H](C)CO)S(=O)(=O)c2ccc(-c3ccc(C#N)cc3)cc2O[C@@H]1CN(C)C(=O)CN(C)C	-18.8	0.0
COc1ccc(-n2c(SCCCN3C(=O)c4cccc5cccc(c45)C3=O)nnc2-c2ccncc2)cc1	3.8	-0.1
COc1ccc(NC(=O)Nc2ccc3c(c2)C(=O)N([C@H](C)CO)C[C@H](C)[C@@H](CN(C)C(=O)C2CCCCC2)OCCCC[C@H](C)O3)cc1	.	-0.2
C[C@H]1CCCCO[C@@H](CN(C)C(=O)CCCN(C)C)[C@@H](C)CN([C@@H](C)CO)C(=O)c2cc(NC(=O)c3ccccc3)ccc2O1	1.9	.
C[C@@H]1CN([C@H](C)CO)C(=O)Cc2cc(NC(=O)C3CC3)ccc2O[C@H]1CN(C)C(=O)NC1CCCCC1	.	0.1
CC(C)COC(=O)N(C)C[C@@H]1OCc2ccccc2-c2c(n(C)c3ccccc23)C(=O)N([C@H](C)CO)C[C@H]1C	-18.1	-2.0
C[C@@H]1CN([C@@H](C)CO)C(=O)c2cc(NC(=O)Nc3ccc4c(c3)OCO4)ccc2O[C@@H]1CN(C)Cc1ccc(-c2ccccc2)cc1	.	2.5
COc1ccc(CN(C)C[C@H]2Oc3c(NC(=O)Nc4ccc(OC)cc4)cccc3C(=O)N([C@H](C)CO)C[C@H]2C)cc1	.	-0.4
CC(C)NC(=O)N(C)C[C@H]1Oc2c(NS(=O)(=O)c3ccc(F)cc3)cccc2C(=O)N([C@@H](C)CO)C[C@@H]1C	.	-0.8
CCOc1ccc(N2C(=O)CSC2c2cccc([N+](=O)[O-])c2)cc1 (stereo not drawn)	2.5	.
CO[C@H]1CN(C)C(=O)c2cc(NS(=O)(=O)c3ccc(C)cc3)ccc2OC[C@H](C)N(Cc2nccs2)C[C@H]1C	3.4	-0.4
C[C@@H]1CN([C@@H](C)CO)C(=O)Cc2cc(NS(=O)(=O)c3ccccc3)ccc2O[C@@H]1CN(C)C	.	-0.2
CCCNC(=O)N1C[C@H](C)[C@H](OC)CN(C)C(=O)c2cc(NS(=O)(=O)CC(F)(F)F)ccc2OC[C@H]1C	-11.9	0.0
COC(=O)CCCCCCC(=O)N/N=C/c1ccc(Oc2ccccc2)cc1	-2.6	-0.3
CCC(C)C(O)C(C)(O)/C=C/C1=CC2=C(Cl)C(=O)C(C)(O)C(O)C2CO1 (stereo not drawn)	.	0.4
C[C@@H]1CN([C@@H](C)CO)C(=O)c2cc(NC(=O)c3ccncc3)ccc2O[C@H]1CN(C)S(=O)(=O)c1cccs1	.	0.4
O=C(COc1ccc(Cl)cc1Cl)Nc1ccc2oc(-c3ccncc3)nc2c1	-6.6	-0.3
COc1ccc(CNC(=O)C[C@@H]2C=C[C@H](NC(=O)c3ccc4c(c3)OCO4)[C@@H](CO)O2)cc1	-1.5	-0.2
CC(C(=O)O)N(c1ccc(Cl)cc1)S(C)(=O)=O (stereo not drawn)	3.3	0.0
C[C@@H]1CN([C@@H](C)CO)C(=O)c2cccc(NC(=O)Nc3ccc(F)cc3)c2O[C@H]1CN(C)CC1CCCCC1	1.9	.
COc1ccc(NC(=O)N(C)C[C@@H]2Oc3ccc(NC(=O)Cc4ccccc4)cc3CC(=O)N([C@@H](C)CO)C[C@@H]2C)cc1	2.0	-7.0
CC(C)NC(=O)N(C)C[C@H]1Oc2ccc(N(C)C)cc2CC(=O)N([C@H](C)CO)C[C@@H]1C	4.4	-0.6
COC(=O)c1c2oc(c1C(=O)OC)C(=O)N[C@@H](Cc1ccccc1)Cn1cc(nn1)CNC(=O)[C@H](Cc1ccccc1)NC(=O)N[C@@H](CO)CC2	-3.8	.
Cc1ccc(S(=O)(=O)Nc2ccc3c(c2)C(=O)N([C@@H](C)CO)C[C@H](C)[C@H](CN(C)CC2CCCCC2)O3)cc1	-12.2	-0.2
CNC[C@H]1Oc2ncc(C3=CCCC3)cc2C(=O)N([C@H](C)CO)C[C@H]1C	-6.4	-1.4
COc1ccc(S(=O)(=O)N(C)C[C@H]2OCCCC[C@H](C)Oc3ccc(NS(=O)(=O)c4cn(C)cn4)cc3C(=O)N([C@@H](C)CO)C[C@@H]2C)cc1	.	-1.7
Cn1cnc(S(=O)(=O)N[C@H]2C=C[C@H](CC(=O)Nc3ccc(-c4ccccc4)cc3)O[C@H]2CO)c1	-5.1	0.2

Carrying on:
SMILES	EZH2 inh	IDH1 mut inh
C[C@@H]1CCCCO[C@H](CN(C)C)[C@@H](C)CN([C@@H](C)CO)C(=O)c2cc(NC(=O)C3CCCCC3)ccc2O1	-0.1	0.6
C[C@@H]1CCCCO[C@H](CN(C)Cc2ccccc2)[C@H](C)CN([C@H](C)CO)C(=O)c2cc(NS(=O)(=O)c3cccs3)ccc2O1	.	0.1
C[C@@H]1CN([C@@H](C)CO)C(=O)c2cc(-c3ccc(C#N)cc3)cnc2O[C@@H]1CN(C)C(=O)c1cccnc1	3.9	-0.3
C/C=C/c1ccc2c(c1)O[C@H](CNC)[C@@H](C)CN([C@H](C)CO)S2(=O)=O	-9.7	1.0

Source: PubChem BioAssay (Broad Institute)
